Bioassay records deposited in PubChem by several laboratories.
KCNQ1 inh = inhibitors of human KCNQ1 potassium channel | P51787 | CHO-K1 KCNQ1, FluxOR thallium flux fluorescence; hits give high values | B-score at 10 µM | 310,000 compounds, 1.3% hits | AID 2642;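 active means compounds whose thallium flux B-score, printed positive for inhibition, exceeds three library SD while starting fluorescence stays within three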;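 further: channel opened by potassium depolarization with thallium stimulus after 20 min compound exposure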
Target sequence (P51787 whole entry, looked up): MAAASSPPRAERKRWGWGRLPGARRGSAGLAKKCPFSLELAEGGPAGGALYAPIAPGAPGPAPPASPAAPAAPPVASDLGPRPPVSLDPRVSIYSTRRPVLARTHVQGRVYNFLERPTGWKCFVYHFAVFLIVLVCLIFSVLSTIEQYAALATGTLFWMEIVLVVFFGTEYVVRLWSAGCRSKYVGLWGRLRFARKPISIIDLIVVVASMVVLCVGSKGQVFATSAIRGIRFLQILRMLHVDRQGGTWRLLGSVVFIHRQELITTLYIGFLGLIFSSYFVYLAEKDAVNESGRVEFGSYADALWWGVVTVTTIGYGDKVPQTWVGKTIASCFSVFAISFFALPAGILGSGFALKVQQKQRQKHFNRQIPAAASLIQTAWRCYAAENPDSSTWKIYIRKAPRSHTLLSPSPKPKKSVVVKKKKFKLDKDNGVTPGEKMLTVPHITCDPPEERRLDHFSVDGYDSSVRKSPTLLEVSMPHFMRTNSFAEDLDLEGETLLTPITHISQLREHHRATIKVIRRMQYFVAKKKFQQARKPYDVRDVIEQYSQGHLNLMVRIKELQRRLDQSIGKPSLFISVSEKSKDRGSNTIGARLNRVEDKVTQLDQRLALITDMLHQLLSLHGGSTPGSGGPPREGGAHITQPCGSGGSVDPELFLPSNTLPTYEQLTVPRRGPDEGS
RGS4 pot = RGS4 potentiation or activation; B-score at 10 µM; 310,000 compounds, 0.92% hits; HEK293 M3R/inducible RGS4, carbachol calcium flux Fluo4; hits give low values;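 active means B-score of the integrated calcium signal more than 4 SD below the library mean, with starting fluorescence not abnormally high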;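 further: negative B-score means reduced calcium response which marks RGS4 activation or potentiation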
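Assay system: HEK293 FlpIn-TREx cells, stable M3R, doxycycline-inducible RGS4 / Probe or stimulus: carbachol, ECmax concentration / Times: overnight RGS4 induction, 30 min dye load 37 °C, 20 min compound RT / Signal: kinetic calcium fluorescence imaging with Fluo4-AM dye, 2 µM / Measure: Agonist-evoked peak-minus-minimum fluorescence over baseline, integrated ratio, B score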
PolyA inhibitor = blocks polyadenylation in yeast reporter cells; S. cerevisiae SKY197-pL101 polyadenylation reporter, beta-gal luminescence; efflux-impaired pdr1/pdr3 knockout yeast; score 100 = 6 SD above DMSO; calls only at 12 µM; 300,000 compounds, 0.02% hits; AID 1875;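 active means lowest replicate activity score at least 50, where 100 means six control SD above control mean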;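 further: yeast exposed to compound for 9 h at 30 °C; higher score means more reporter readthrough which indicates perturbed polyadenylation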
GSK3B inh = blocks human GSK3beta kinase activity. GST-GSK3beta kinase, ADP-Glo luminescence, 60 min; hits give low values. AID 2097. 300,000 compounds, 0.038% hits. P49841. activity score (negative = inhibition), % at 10 µM;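 active means more than half of replicate wells score below -50%, meaning over 50% inhibition versus plate controls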;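 further: 0% = median DMSO wells and -100% = median GW8510 positive control wells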
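Test system – GST-tagged human GSK3beta kinase, cell-free · Incubation – 60 min enzyme reaction, room temperature · Signal – ADP-Glo luminescence · Also added – peptide substrate and ATP at 25 µM · Controls – DMSO neutral wells and GW8510 at 20 µM as positive · Buffer or medium – Tris/MgCl2 kinase buffer · Measure – Luminescence-derived activity versus plate DMSO and GW8510 wells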
hERG protect = hERG (human) protection from proarrhythmic block. Q12809. CHO-hERG, FluxOR thallium flux, dofetilide IC70 present. activation (rescue from dofetilide block), less the hit threshold, % at 10 µM. 310,000 compounds, 0.51% hits. AID 1511;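 active means activation above the mean of controls blocked by dofetilide plus 5 SD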;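 further: thallium influx through hERG after potassium depolarization seen as dye fluorescence rise; in these data hits start at about 4.7%; inactives centre near -7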
KCNK3 inh = human KCNK3 channel inhibition, primary screen; B-score at 10 µM; 340,000 compounds, 0.84% hits; AID 602410; CHO-KCNK3 thallium flux, FluxOR fluorescence; hits give low values; O14649;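 active means B-score under library mean minus 4 SD, starting fluorescence ratio at most library mean plus 5 SD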;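 further: more negative B-score means stronger inhibition of thallium flux through KCNK3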
Target sequence (O14649 whole entry, looked up): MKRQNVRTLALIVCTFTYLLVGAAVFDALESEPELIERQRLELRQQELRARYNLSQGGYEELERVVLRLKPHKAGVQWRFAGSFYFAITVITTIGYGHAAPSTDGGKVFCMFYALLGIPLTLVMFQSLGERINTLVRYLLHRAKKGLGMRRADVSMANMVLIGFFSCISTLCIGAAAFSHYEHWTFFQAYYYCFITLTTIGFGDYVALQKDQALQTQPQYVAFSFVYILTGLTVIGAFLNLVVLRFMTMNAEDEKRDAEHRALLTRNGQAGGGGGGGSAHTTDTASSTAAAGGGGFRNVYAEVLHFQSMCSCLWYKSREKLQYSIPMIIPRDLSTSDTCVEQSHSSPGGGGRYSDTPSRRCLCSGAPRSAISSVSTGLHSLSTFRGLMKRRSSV
KCNK9 block = inhibitors of human KCNK9 two-pore domain potassium channel. HEK293 KCNK9, FluxOR thallium flux fluorescence; hits give low values. B-score at 10 µM. 310,000 compounds, 1.2% hits. AID 488922;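 active means ratio B-score over 3 SD below the library mean, with starting fluorescence within 5 SD of its mean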;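 further: negative B-score means less thallium flux so channel inhibition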
HDAC3 inh = human HDAC3 inhibition | 320,000 compounds, 0.15% hits | O15379 | inhibition, % at 8.3 µM | AID 2718 | recombinant HDAC3, fluorogenic peptide/trypsin coupled, fluorescence; in the data active means inhibition above about 26%, passing the limit was not always enough
GSK3A inh = blocks human GSK-3 alpha kinase. P49840. ADP-Glo luminescence, 60 min. inhibition, % at 10 µM. 320,000 compounds, 0.1% hits;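 in the data active means inhibition above about 50%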;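 further: GST-tagged GSK-3 alpha with peptide substrate and 25 µM ATP; 0% = DMSO neutral wells and 100% = GW8510 positive control wells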
DYRK1A inh = inhibitors of rat Dyrk1A kinase; ADP-Glo luminescence, NFATc1 peptide; Q63470; AID 504441; 310,000 compounds, 0.43% hits; inhibition, % at 12.5 µM; in the data active means inhibition above about 50%;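 further: plate controls were vehicle with enzyme for no effect and no enzyme for full effect; many of its hits are not listed in these tables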
KCNQ1 act = potentiates or activates the human KCNQ1 potassium channel; CHO-K1 KCNQ1, thallium flux FluxOR fluorescence; hits give high values; B-score at 10 µM; 310,000 compounds, 0.35% hits;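 active means fluorescence ratio B-score, a plate-corrected score, at least three library SD, with initial intensity B-score within 5 SD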
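Assay system: CHO-K1 cells stably expressing KCNQ1. Medium: assay buffer for compound exposure, DMSO matched across wells. Timing: 37 °C overnight plating, 90-min dark dye load, 20-min compound pretreatment. Signal: kinetic FluxOR fluorescence, 10 s baseline plus 110 s post-stimulus.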
Active calls of the source: *; i = inactive; nt = not tested or not shown. A portion of the library (hit frequency here may not be typical).

Preview (6 entries):
SMILES	KCNQ1 inh	RGS4 pot	PolyA inhibitor	GSK3B inh	hERG protect	KCNK3 inh	KCNK9 block	HDAC3 inh	GSK3A inh	DYRK1A inh	KCNQ1 act
CCN1CCN(c2ccc(NC(=O)c3cccc(N4CCCC4=O)c3)cc2)CC1	i	i	i	-2	-8	i	i	-4	-2	-2	i
COc1ccc(-c2csc(N3C(=O)CNC3=S)n2)cc1	i	i	i	0	-10	i	i	1	0	-1	i
Cc1cccc(CC(=O)Nc2ccc(C(=O)N3CCOCC3)cc2)c1	i	i	i	-1	-6	i	i	1	4	-1	i
OC(CNC1CCCCC1)COCCOc1ccc(Br)cc1 (configuration not stated)	i	i	i	1	-11	i	i	-1	0	2	i
COc1ccc(C(C)(C)C)cc1S(=O)(=O)N1CCC(C(N)=O)CC1	i	i	i	0	-6	i	i	7	-1	0	i
O=C(Cc1cc(=O)[nH]c(=O)[nH]1)N1CCN(C(=O)c2ccco2)CC1	i	i	i	-1	-1	i	i	-10	-3	2	i

The listing, repeating the preview:
SMILES	KCNQ1 inh	RGS4 pot	PolyA inhibitor	GSK3B inh	hERG protect	KCNK3 inh	KCNK9 block	HDAC3 inh	GSK3A inh	DYRK1A inh	KCNQ1 act
CCN1CCN(c2ccc(NC(=O)c3cccc(N4CCCC4=O)c3)cc2)CC1	i	i	i	-2	-8	i	i	-4	-2	-2	i
COc1ccc(-c2csc(N3C(=O)CNC3=S)n2)cc1	i	i	i	0	-10	i	i	1	0	-1	i
Cc1cccc(CC(=O)Nc2ccc(C(=O)N3CCOCC3)cc2)c1	i	i	i	-1	-6	i	i	1	4	-1	i
OC(CNC1CCCCC1)COCCOc1ccc(Br)cc1 (configuration not stated)	i	i	i	1	-11	i	i	-1	0	2	i
COc1ccc(C(C)(C)C)cc1S(=O)(=O)N1CCC(C(N)=O)CC1	i	i	i	0	-6	i	i	7	-1	0	i
O=C(Cc1cc(=O)[nH]c(=O)[nH]1)N1CCN(C(=O)c2ccco2)CC1	i	i	i	-1	-1	i	i	-10	-3	2	i
Cc1ccc(Nc2nc(-c3c(C)nc4ccccn34)cs2)cc1	i	i	i	1	-25	i	i	nt	nt	5	i
C/C(=N\NC(=O)Cn1nc(C)c([N+](=O)[O-])c1C)c1ccc(O)cc1	i	i	i	2	-8	i	i	3	3	-2	i
COC(=O)c1ccc(C)c(NC(=O)c2nn(C)c(=O)c3ccccc23)c1	i	i	i	-3	-11	i	i	-1	-2	1	i
Cc1ccc(C(C)C)c(OCC(=O)N/N=C/c2ccc(S(=O)(=O)O)o2)c1	i	i	i	1	-12	i	i	4	-3	-3	i
COc1cc(OC)cc(C(=O)O/N=C(\N)c2ccccn2)c1	i	i	i	-2	-8	i	i	-1	-4	nt	i
CCn1c2ccccc2c2nnc(SCC(=O)NC3CCS(=O)(=O)C3)nc21 (configuration not stated)	i	i	i	-1	2	i	i	11	0	-1	i
N#Cc1ccsc1NC(=O)c1cnccn1	i	i	i	2	-4	i	i	4	-1	-1	i
O=C1CC[C@@H](CN(Cc2ccccn2)Cc2nc(-c3ccc(C(F)(F)F)cc3)no2)N1	i	i	i	-1	-9	i	i	4	-2	-1	i
CCOC(=O)c1ccc(NC(=O)C2CCCN(c3cnccn3)C2)cc1 (configuration not stated)	i	i	i	1	-8	i	i	-3	1	nt	i
CC(=O)Nc1ccc(NC(=O)C/C(C)=N/NC(=O)C(=O)N2CCCC2)cc1	i	i	i	-2	-7	i	i	1	-2	-5	i
COc1ccc(NC(=O)c2ccccc2[N+](=O)[O-])cc1OC	i	i	i	0	-7	i	i	5	0	7	i
O=C(CCn1ccc2cc(S(=O)(=O)N3CCCC3)ccc21)NCc1ccccc1	i	i	i	3	-7	i	i	0	-6	4	i
O=C(CCS(=O)(=O)c1cccc2nsnc12)N1CCN(c2ccccc2F)CC1	i	i	i	1	-16	i	i	-6	-1	2	i
COC(=O)C1=C(C)C(c2ccc(OC)cc2)NC(=O)N1 (configuration not stated)	i	i	i	-6	-2	i	i	-8	0	1	i
COc1ccccc1N1CCN(S(=O)(=O)c2ccc(-c3cnc(C4CC4)o3)cc2)CC1	i	i	i	2	-4	i	i	3	0	1	i
Cc1c(C)c2c(OCC(=O)NCC(C)C)cc3c(c2oc1=O)CCC(C)(C)O3	i	i	i	0	-2	i	i	10	1	-5	i
O=C(NCc1nnc(SCC(=O)N2CCN(c3ccccc3)CC2)o1)c1c(F)cccc1F	i	i	i	0	-2	i	i	-4	-1	5	i
COC(=O)C1CCN(C(=O)c2ccc(OC3CCN(Cc4ccccn4)CC3)cc2)CC1	i	i	i	2	0	i	i	-3	-2	-2	i
O=[N+]([O-])c1ccc(CSC2=NCCN2)cc1	i	i	i	-3	-6	i	i	-2	0	5	i
C/C(=N/NC(=O)CNC(=O)COc1cccc(C)c1)c1ccco1	i	i	i	-3	-12	i	i	3	-1	0	i
CCC(=O)NC(=S)Nc1ccccc1OC	i	i	i	3	-2	i	i	2	2	16	i
c1ccc(OCCCn2nnc(-c3cccnc3)n2)cc1	i	i	i	2	-2	i	i	3	-3	1	i
Cc1cc(C)c(OCCCCN2CCC(C)CC2)c(Br)c1	i	i	i	0	-10	i	i	-1	1	0	i
Cc1cc([N+](=O)[O-])nn1Cc1ccccc1F	i	i	i	2	-8	i	i	-3	-3	51*	i
O=C(COC(=O)c1cnccn1)c1ccc([N+](=O)[O-])cc1	i	i	i	1	-11	i	i	1	-2	-3	i
Cc1ccc(NC(=O)COC(=O)CCC(=O)c2cccs2)cc1C	i	i	i	3	-5	i	i	10	-3	nt	i
CC(=O)C1=C(O)C(=O)N(CCN2CCOCC2)C1c1ccccc1 (configuration not stated)	i	i	nt	-2	-4	i	i	nt	1	3	i
Cc1cc(NS(=O)(=O)c2ccc(NC(=O)c3ccc(Cl)cc3Cl)cc2)no1	i	i	i	1	-9	i	i	-1	-6	2	i
CN(C)c1ccc(S(=O)(=O)NCC(=O)NCc2ccccc2)cc1[N+](=O)[O-]	i	i	i	0	-5	i	i	-3	1	1	i
COc1ccccc1NC(=O)CSc1nnc(NC(=O)c2ccco2)s1	i	i	i	-1	-13	i	i	3	-1	-3	i
COc1ccc(C(C)=O)cc1CN1C(=O)C(C)N(c2ccc(C)cc2)C1=O (configuration not stated)	i	i	i	0	-8	i	i	1	0	2	i
O=C(CN(CC1CCCO1)C(=O)CNS(=O)(=O)c1ccc(Cl)cc1)NC1CCCCC1 (configuration not stated)	i	i	i	2	-5	i	i	-4	-3	6	i
c1coc(Cn2c(SCc3nc4ccccc4[nH]3)nnc2-c2cccs2)c1	i	i	i	0	-9	i	i	1	20	0	i
CCC(C)(C)NC(=O)C(c1cccs1)N(C(=O)c1ccn[nH]1)c1ccccc1 (configuration not stated)	i	i	i	-4	-9	i	i	-102	2	-2	i
O=C(Nc1ccc(F)cc1)C(=O)C1C(=O)Nc2ccccc21 (configuration not stated)	i	i	i	3	-6	i	i	6	-2	3	i
COc1ccc(S(=O)(=O)N2CCCCC2)cc1C(=O)Nc1cc(C)on1	i	i	i	-3	-10	i	i	13	0	nt	i
Fc1ccccc1CNC(=S)NCc1ccc(Cl)cc1	i	i	i	-2	-6	i	i	5	-1	-1	i
O=C(NCc1cccnc1)c1ccccc1NS(=O)(=O)c1ccc(F)cc1F	i	i	i	1	-20	i	i	nt	nt	-7	i
O=C(Nc1nc(-c2ccc(Cl)cc2)cs1)c1cccnc1	i	i	i	0	-8	i	i	-2	-21	2	i
Nc1nccnc1C(=O)OCC(=O)NNC(=O)c1ccccc1	i	i	i	1	-13	i	i	-47	0	-1	i
COc1ccc(CC(C)N2CCN(c3ccccc3)CC2)cc1OC (configuration not stated)	i	i	nt	5	4	i	i	4	-3	0	i
O=C1OC(c2ccccc2)=C/C1=C\N1CCOCC1	i	i	i	1	-9	i	i	0	-2	0	i
N#Cc1c(F)cccc1N1CCN(Cc2ccc3c(c2)OCO3)CC1	i	i	i	0	-9	i	i	4	1	6	i
CN1CCN(c2nc3c(c(=O)[nH]c(=O)n3C)n2Cc2ccccc2F)CC1	i	i	i	2	-7	i	i	-5	1	2	i
New compounds follow
SMILES	KCNQ1 inh	RGS4 pot	PolyA inhibitor	GSK3B inh	hERG protect	KCNK3 inh	KCNK9 block	HDAC3 inh	GSK3A inh	DYRK1A inh	KCNQ1 act
C/C=C(\C)C(=O)Nc1cccc(C2=NOC3(C2)C[C@@H](C(N)=O)N(C(=O)c2ccccc2C(=O)c2ccccc2)C3)c1 (some centres not stated)	i	i	i	4	-1	i	i	-1	2	10	i
C=CCn1c(SCC(=O)Nc2nccs2)nnc1-c1cc2cccc(OC)c2o1	i	i	i	5	-9	i	i	1	-1	2	i
O=C(Cc1ccc(Cl)c(Cl)c1)N/N=C/c1cccnc1	i	i	i	2	-11	i	i	5	2	-14	i
COc1cc(OC)c(NC(=O)Cc2cccs2)cc1Cl	i	i	i	0	4	i	i	1	-5	-2	i
CCOc1ccc(C(=O)NCC(=O)OCC(=O)Nc2cccc(S(=O)(=O)N3CCCC3)c2)cc1	i	i	i	-1	-15	i	i	2	-3	20	i
CC(OCC(O)CNCC1COc2ccccc2O1)c1ccc(Cl)cc1 (configuration not stated)	i	i	i	1	-18	i	i	-7	-2	nt	i
COc1cc(OC)cc(C(=O)Nc2ccc(NC(=O)c3ccco3)c(Cl)c2)c1	i	i	i	0	-7	i	i	-16	-2	4	i
CCOc1cccc(C(=O)NC(=S)Nc2cccc(NC(=O)c3ccccc3Cl)c2)c1	i	i	i	-2	-8	i	i	-7	-1	0	i
CN1CCN(C(=O)c2ccc(Cl)cc2)CC1	i	i	i	4	-6	i	i	-3	-34	-1	i
O=C(N/N=C/c1ccco1)c1cccc(N2CCCC2=O)c1	i	i	i	-5	-9	i	i	2	1	nt	i
